Assay outcomes from PubChem BioAssay.
CHO parental Ca: ATP-evoked calcium signal inhibitors, parental CHO, primary screen, counter-screen for OX1R antagonist project, cell-based, fluorescence, Fluo-8 calcium dye; hit rate 0.63% among 330,000; parental CHO-K1, ATP-induced calcium, Fluo-8 fluorescence; AID 463079, 2010; inhibition, % at 5.6 µM;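 active means inhibition above that plate's mean sample inhibition plus 3 SD, cut at about 26% in these data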;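 further: 0% = ATP-challenged DMSO wells and 100% = DMSO wells without ATP; some compounds past the cut are filed as inactive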
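Test system: untransfected parental CHO cell line; also added: ATP stimulus; dosing: 5.6 µM, single dose; signal: calcium-sensitive Fluo-8 fluorescence; measure: percent inhibition of ATP-evoked calcium rise, normalized to controls; benchmarks: low control ATP plus DMSO, high control DMSO only; replication: one well per compound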
M1 antag: human M1 muscarinic receptor antagonists, primary screen, CHO-K1 cells, Fluo-8 calcium fluorescence, 1536-well. Muscarinic acetylcholine receptor M1 (Homo sapiens), P11229. hit rate 1.3% among 360,000. CHO-K1 hM1, ACh EC80 antagonist. inhibition, % at 3 µM;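 active means percent inhibition above its own plate's cutoff, namely the mean of that plate's compound wells plus 3 SD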;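 further: peak over basal fluorescence ratio during 140 s after agonist addition; 0% = ACh EC80 plus DMSO and 100% = DMSO alone without agonist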
Target sequence (P11229 whole entry, looked up): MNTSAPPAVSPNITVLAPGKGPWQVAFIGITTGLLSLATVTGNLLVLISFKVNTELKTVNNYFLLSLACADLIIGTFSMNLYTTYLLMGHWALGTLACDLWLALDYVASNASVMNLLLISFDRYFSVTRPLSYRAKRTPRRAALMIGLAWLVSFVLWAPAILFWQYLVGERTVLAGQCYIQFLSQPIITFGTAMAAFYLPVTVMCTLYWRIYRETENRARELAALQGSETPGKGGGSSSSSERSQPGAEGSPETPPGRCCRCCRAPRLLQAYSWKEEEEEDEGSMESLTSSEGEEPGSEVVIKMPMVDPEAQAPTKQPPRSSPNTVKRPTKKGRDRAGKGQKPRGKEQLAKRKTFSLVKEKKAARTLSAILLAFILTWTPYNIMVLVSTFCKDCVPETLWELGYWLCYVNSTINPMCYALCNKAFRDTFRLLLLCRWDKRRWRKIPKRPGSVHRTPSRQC
CHRM1 agonist: human M1 muscarinic receptor agonists, primary screen, Fluo-8 calcium fluorescence, CHO-K1 cells, HTS; Muscarinic acetylcholine receptor M1 (Homo sapiens), P11229; CHO-K1 hM1, agonist mode; 0% DMSO, 100% acetylcholine EC100; hit rate 0.33% among 360,000; activation, % at 3 µM;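 active means activation above the run's mean compound activation plus 3 SD, cut at about 16% in these data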;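 further: peak over basal fluorescence ratio within a 140 s kinetic read after compound addition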
OXTR potentiate: human OXTR potentiators, primary screen, fluorescence, CHO-OTR cells, Fluo-8 calcium | AID 2445, 2010 | activation, % at 3 µM | Oxytocin receptor (Homo sapiens), P30559 | hit rate 0.061% among 320,000 | Fluo-8 calcium fluorescence, potentiator mode; 0% = oxytocin EC15, 100% = EC100;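 active means activation above that plate's cutoff, the mean activation of tested compounds plus 3 SD, cut at about 6.6% in these data, passing the limit was not always enough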;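 further: 100% uses oxytocin at 75 nM as the full agonist control; some results filed as inactive read as strong as hits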
Target sequence (P30559 whole entry, looked up): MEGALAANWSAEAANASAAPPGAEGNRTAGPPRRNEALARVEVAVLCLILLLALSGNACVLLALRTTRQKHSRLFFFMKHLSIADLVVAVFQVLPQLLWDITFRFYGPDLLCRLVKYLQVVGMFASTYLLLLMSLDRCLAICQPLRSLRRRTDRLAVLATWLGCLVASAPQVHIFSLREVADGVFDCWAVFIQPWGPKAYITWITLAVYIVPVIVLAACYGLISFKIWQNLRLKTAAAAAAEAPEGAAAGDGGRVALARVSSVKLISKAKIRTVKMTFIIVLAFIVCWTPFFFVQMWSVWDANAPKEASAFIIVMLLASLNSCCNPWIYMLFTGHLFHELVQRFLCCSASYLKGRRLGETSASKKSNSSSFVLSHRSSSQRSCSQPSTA
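Replication – single well per compound, singlicate · Assay system – CHO cell line stably expressing human OTR · Timing – 6 min pre-incubation, 100 s read · Measure – normalized max/min fluorescence ratio, % activation · Doses – 3.0 µM, one dose · Detection – Fluo-8 calcium dye fluorescence · Probe or stimulus – oxytocin near EC15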
CHO-K1 Ca ag: counter-screen for M1 agonists: effect in parental CHO-K1 cells; Fluo-8 calcium fluorescence; scaled to maximal ATP response, vehicle zero; activation, % at 3 µM; hit rate 0.48% among 360,000; AID 602248, 2012; in the data active means activation above about 15%;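 further: untransfected CHO-K1 host cells lacking M1 receptor as counterscreen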
TAAR1 agonist: human TAAR1 agonists, primary screen, Fluo-8 calcium fluorescence, CHO RD-HGA16 cells; Trace amine-associated receptor 1 (Homo sapiens), Q96RJ0; AID 624467, 2012; vehicle wells 0%, saturating PEA agonist 100%; hit rate 0.99% among 360,000; activation, % at 3 µM;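 active means activation above the mean activation of all test compounds in the run plus 3 SD, cut at about 38% in these data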
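Test system: RD-HGA16 (CHO) cells co-expressing Gα16 and hTAAR1 / Benchmarks: DMSO vehicle as 0%, PEA at EC100 as 100% / Repeats: no replicates (n 1) / Measure: % activation from peak over basal fluorescence ratio, DMSO-to-PEA scaled / Timing: 17-24 h plating, Fluo-8 75 min 37 °C, 30 min RT / Technique: kinetic Fluo-8 calcium fluorescence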
CHO-K1 Ca antag: counter-screen for M1 antagonists: effect in parental CHO-K1 cells | ATP-induced calcium, Fluo-8 fluorescence | inhibition, % at 3 µM | hit rate 0.6% among 360,000 | AID 602250;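 active means inhibition above a per-plate cutoff, the plate's mean sample inhibition plus 3 SD, cut at about 24% in these data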;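 further: 0% = DMSO plus EC80 ATP and 100% = DMSO alone without ATP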
CHO-K1 Ca PAM: nonselective calcium activators in parental CHO-K1 cells, primary screen, counter-screen for M1 PAM project, cell-based, Fluo-8 calcium fluorescence, full deck, 1536-well | activation, % at 3 µM | AID 602247, 2012 | ATP EC20; 0% at ATP EC20, 100% at ATP max | hit rate 0.02% among 360,000;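 active means activation above the run cutoff, the mean activation of all test compounds plus 3 SD, cut at about 40% in these data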;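 further: peak over basal fluorescence ratio in a 140 s read after ATP addition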
TAAR1 antagonist: human TAAR1 antagonists, primary screen, Fluo-8 calcium fluorescence, CHO RD-HGA16 cells; Trace amine-associated receptor 1 (Homo sapiens), Q96RJ0; antagonist; inhibition, % at 3 µM; hit rate 1.5% among 360,000;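 active means inhibition above a per-plate cutoff, the mean inhibition of test compounds on that plate plus 3 SD, cut at about 49% in these data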;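 further: 0% = DMSO plus EC80 beta-PEA response and 100% = DMSO alone without agonist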
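Test system: CHO RD-HGA16 cells bearing hTAAR1 | Reagent: β-PEA, EC80 | Compound dosing: 3 µM, single point | Schedule: Dye loading 75 min at 37 °C, then 30 min room temperature | Signal: Calcium fluorescence with Fluo-8 | Evaluation: Percent inhibition of PEA-evoked calcium signal, max/basal emission ratio | Control set: DMSO-only wells and EC80 β-PEA-stimulated wells | Repeats: Singlicate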
Active calls of the source: *; / = no result given. The order is random; 4.2% or so of the library scored in one or more.

SMILES | CHO parental Ca | M1 antag | CHRM1 agonist | OXTR potentiate | CHO-K1 Ca ag | TAAR1 agonist | CHO-K1 Ca antag | CHO-K1 Ca PAM | TAAR1 antagonist
CSCCC(NC(=O)C12CC3CC(CC(C3)C1)C2)C(=O)OCC(=O)c1ccc(Cl)cc1 (stereo not drawn) | -9 | -6 | -1 | -12 | -0.3 | 7 | 18 | -8 | -6
Cc1cccc(C(C)(C)C)c1OCCN1CCCC1 | -9 | -4 | -9 | -10 | 0.9 | 2 | -3 | 13 | -9
CCCN(CCC)CCNC(=O)C1c2ccccc2C(=O)N(CCOC)C1c1ccc(F)cc1 (stereo not drawn) | -22 | -13 | -5 | -14 | -0.1 | 0 | -13 | -6 | -3
CC(=O)c1ccc(NC(=O)C(C)Nc2ccc(Cl)cc2)cc1 (stereo not drawn) | -12 | 3 | -2 | -20 | 6.1 | 4 | -12 | 10 | 17
Cc1ccc(C(=O)COC(=O)c2cccc(NC(=O)c3ccc([N+](=O)[O-])cc3[N+](=O)[O-])c2)cc1 | 5 | 3 | 0 | -6 | 1.2 | 2 | -1 | 10 | 31
Nc1scc2c(C(=O)O)nn(-c3ccccc3)c(=O)c12 | 1 | -3 | 4 | 1 | -0.4 | 3 | -3 | -15 | -5
Cn1c2ccccc2c(=O)c2ccc(C#CC3(O)CCCCC3)cc21 | -13 | 39* | -5 | -12 | 13 | 20 | -3 | -1 | 71*
COc1ccc(C(CNC(=O)CNC(=O)c2cccc(C)c2)N2CCCCC2)cc1 (stereo not drawn) | / | 4 | -8 | / | 0.7 | 1 | 2 | 9 | 0
O=C(N/N=C/c1cc([N+](=O)[O-])cc([N+](=O)[O-])c1O)/C(=C\c1cccs1)NC(=O)c1ccccc1 | -5 | -3 | -3 | 1 | -0.1 | 0 | -3 | -5 | 0
CCOc1ccccc1NC(=O)c1ccc2nccnc2c1 | -5 | -2 | 1 | 2 | 0.4 | 2 | 3 | 3 | 4
CCN(Cc1ccccc1)C(=O)C1CCN(S(=O)(=O)c2ccc3c(c2)OCCO3)CC1 | -6 | -16 | 2 | -4 | 4.0 | 6 | -7 | 9 | -16
COc1cccc(CC2CC(=O)N(c3ccc4c(C)cc(=O)oc4c3)C2=O)c1 (stereo not drawn) | -8 | -5 | -4 | -1 | 1.1 | 1 | -12 | 13 | -10
CCOc1ccc(CNC(=O)CCC(=O)N2CCSc3ccccc32)cc1 | -7 | 10 | 1 | -6 | 1.9 | 12 | 7 | 1 | -1
C/C(=N\NC(=O)CSc1nc(C)cc(C)n1)c1cccc([N+](=O)[O-])c1 | 1 | -12 | -8 | -3 | 0.0 | 0 | -13 | 41* | -15
Cc1noc(/C=C/N(C)C)c1S(=O)(=O)N1CCCC(C(=O)Nc2ccccc2F)C1 (stereo not drawn) | -13 | -4 | 3 | -7 | 0.6 | 11 | 13 | -15 | -13
O=C(CSc1cccc(C(F)(F)F)c1)NC(=O)NCc1ccco1 | -4 | -12 | -10 | 0 | 0.2 | -1 | -12 | 5 | 1
COC(=O)CN1C(=O)C(O)(CC(=O)c2ccc(Br)cc2)c2ccccc21 (stereo not drawn) | -6 | -16 | 2 | 1 | 1.6 | 4 | -11 | 19 | -24
Cc1cccc(N=[N+]([O-])c2cccc(C)n2)n1 | -13 | -12 | -1 | / | 1.2 | 1 | -18 | 18 | 7
CC(C)[C@H](NC(=O)c1ccccc1Br)C(=O)OCc1nc2ccsc2c(=O)[nH]1 | 0 | -11 | 1 | -2 | 0.5 | 0 | -5 | -8 | 9
COc1ccc(CCC(=O)N2CC(C)OC(C)C2)cc1 (stereo not drawn) | -16 | -9 | -4 | -3 | -0.1 | 6 | -7 | 2 | -12

Three records drawn at random from those above, as already listed:
SMILES | CHO parental Ca | M1 antag | CHRM1 agonist | OXTR potentiate | CHO-K1 Ca ag | TAAR1 agonist | CHO-K1 Ca antag | CHO-K1 Ca PAM | TAAR1 antagonist
O=C(CSc1cccc(C(F)(F)F)c1)NC(=O)NCc1ccco1 | -4 | -12 | -10 | 0 | 0.2 | -1 | -12 | 5 | 1
CCOc1ccccc1NC(=O)c1ccc2nccnc2c1 | -5 | -2 | 1 | 2 | 0.4 | 2 | 3 | 3 | 4
Cc1noc(/C=C/N(C)C)c1S(=O)(=O)N1CCCC(C(=O)Nc2ccccc2F)C1 (stereo not drawn) | -13 | -4 | 3 | -7 | 0.6 | 11 | 13 | -15 | -13

(next part)
SMILES | CHO parental Ca | M1 antag | CHRM1 agonist | OXTR potentiate | CHO-K1 Ca ag | TAAR1 agonist | CHO-K1 Ca antag | CHO-K1 Ca PAM | TAAR1 antagonist
Clc1ccc(-c2cnc3n2CCCCC3)cc1 | -10 | 41* | -7 | -17 | 4.3 | 2 | -17 | 18 | 25
COc1cccc(OCc2cc(C(=O)N3CCN(C(=O)c4ccco4)CC3)no2)c1 | -16 | -4 | -1 | -7 | 5.5 | 4 | -16 | 4 | -8
CCN(CC)C(=O)C1=C(C)N(Cc2ccc(C(C)(C)C)cc2)C(=O)C(CC(=O)NCCCCc2ccccc2)C1 (stereo not drawn) | / | -6 | -6 | / | 1.2 | -2 | -8 | -1 | 1
CSc1ccccc1NC(=O)Nc1ccccc1 | -9 | -12 | -9 | -3 | 1.0 | 11 | -12 | 17 | -8
O=C(Cc1n[nH]c(=O)c2ccccc12)OCC(=O)c1ccc2c(c1)OCCO2 | -19 | -9 | -2 | -7 | 0.8 | 6 | 10 | -8 | 2
CC(C)C(OC(=O)c1nsc(Cl)c1Cl)C(=O)NC(C)(C)C (stereo not drawn) | -12 | -13 | -6 | 0 | -0.1 | 3 | -11 | 17 | 5
O=C(O)c1ccc(CSc2nc3ccc(NC(=O)c4ccccc4C(=O)O)cc3s2)cc1 | -17 | -9 | -6 | -9 | 1.2 | 4 | -2 | 1 | -2
CC(C)c1ccc2[nH]c(O)c(N=NC(=O)c3cccc(S(=O)(=O)Nc4ccccc4Cl)c3)c2c1 | -9 | -3 | -5 | -4 | 0.1 | 1 | -5 | 13 | 13
CCOc1ccc(/C(O)=C2/C(=O)C(=O)N(c3ncccn3)C2c2ccc(C)cc2)cc1 (stereo not drawn) | 0 | 0 | -3 | -9 | 7.3 | 3 | -5 | 15 | -1
COC(=O)c1ccc(NC(=S)NCC2CC2)cc1 | -2 | 6 | 0 | -5 | 3.2 | 7 | -12 | 12 | -3
COc1ccc(-n2c(C)c(C)c3c(NCCO)ncnc32)cc1 | / | -8 | -5 | / | -0.2 | / | 2 | -4 | /
Cc1ccc2oc(=O)n(CC(=O)N3CCOCC3)c2c1 | -2 | 0 | -3 | -4 | 1.3 | 2 | -1 | 9 | -8
COc1ccc(-c2c[n+](CC(=O)c3ccccc3)c3n2CCCCC3)cc1 | -6 | -12 | -7 | 2 | 1.2 | 2 | 1 | 12 | -9
O=C(Nc1cc(C(F)(F)F)ccc1N1CCOCC1)c1cccs1 | 6 | 0 | -3 | -6 | 0.0 | 23 | -11 | 14 | 7
Cn1c(=O)c(=O)n(C)c2cc(S(=O)(=O)CCC(=O)Nc3ccccc3C(F)(F)F)ccc21 | / | -20 | 0 | / | 0.2 | 1 | -4 | 18 | -19
CCCOc1ccc(CSc2nc3ccccc3[nH]2)cc1 | 48* | 38* | -3 | -10 | 12 | 8 | 23 | -8 | 25
O=C(Nc1ccc(F)c(Cl)c1)c1cc(-c2ccco2)on1 | 2 | -9 | -6 | -4 | 0.6 | 9 | 0 | 9 | -20
CCOC(=O)c1nnn(-c2nonc2N)c1-c1ccccc1Cl | -11 | -6 | -7 | 2 | 0.4 | 15 | 8 | -15 | -6
O=C1Nc2ccccc2C1(O)Cc1ccncc1 (stereo not drawn) | 3 | -8 | -3 | -11 | -0.3 | 2 | -1 | -1 | 9
CN(C)S(=O)(=O)c1ccc(N2CCCC2)c(C(=O)N2CCN(S(=O)(=O)c3ccc(F)cc3)CC2)c1 | -11 | 6 | 1 | -5 | -0.1 | 4 | 8 | -22 | -1
CCN(C(=N)N=C(N)N)c1ccccc1 | -5 | 3 | -7 | -6 | 0.3 | -1 | 11 | -7 | 3
Cc1ccc(C(=O)N/C(=C/c2ccco2)C(=O)NC2CCS(=O)(=O)C2)cc1 (stereo not drawn) | 8 | -3 | -3 | -3 | 0.2 | 3 | -11 | 2 | -12
Cc1ccccc1N(CC(=O)N/N=C/c1ccc(F)cc1)C(=O)c1ccccc1 | -20 | -5 | -1 | -5 | 0.0 | 4 | 4 | -5 | -8
Cc1ccc(-c2nnn(CCC(=O)Nc3ccc4c(c3)OCO4)n2)cc1 | -15 | -23 | 0 | -10 | 5.2 | 9 | -17 | 15 | -6
Cc1n[nH]c(=O)n1-c1ccc(OC(F)(F)F)cc1 | -10 | -10 | -5 | -14 | -0.7 | 4 | 14 | -8 | 4
COCCN1C(=O)C(=O)/C(=C(/O)c2ccc(S(=O)(=O)N3CCCCC3)cc2)C1c1ccc(O)c(OC)c1 (stereo not drawn) | -6 | -2 | -3 | -12 | 0.4 | 1 | -2 | 12 | -9
CCOc1ccc(NC(=O)CSc2nc3nc4c(cc3c(=O)n2CC)COC(C)(C)C4)cc1 | -27 | / | / | -2 | / | 1 | / | / | 24
Cc1ccc(NC(=O)CN2C(=O)CSc3ccc(S(=O)(=O)N4CCCCC4)cc32)cc1 | -19 | -14 | -5 | -3 | 0.0 | 0 | -22 | 23 | -18
CCCOc1cccc(C(=O)Nc2ccc3c(c2)OCCO3)c1 | -12 | 16 | -6 | 4 | 0.9 | -3 | -12 | 16 | -12
O=C(/C=C/NNC(=O)c1cccc(Br)c1)c1ccccc1 | -21 | -10 | -3 | -7 | 0.2 | 0 | -8 | 18 | -25
Cc1ccc(Sc2cc(C(=O)NCCN(C)C)c3ccccc3n2)cc1 | -1 | -2 | -5 | -7 | 6.9 | 5 | 1 | 0 | -8
CC(C)(C)OC(=O)N1CCc2onc(-c3ccc([N+](=O)[O-])cc3)c2C1=O | / | -12 | -3 | / | 0.3 | 0 | 2 | 10 | -3
